Assay outcomes: PubChem BioAssay, several laboratories
hERG rescue: compounds protecting human hERG from proarrhythmic drug block; Q12809; CHO-hERG, FluxOR thallium flux, dofetilide IC70 present; activation (rescue from dofetilide block), less the hit threshold, % at 10 µM; 310,000 compounds, 0.51% hits; AID 1511;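 active = activation above the mean of controls blocked by dofetilide plus 5 SD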;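 note: thallium influx through hERG after potassium depolarization seen as dye fluorescence rise; in these data hits start at about 4.7%; inactives centre near -7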
Target sequence (Q12809 whole entry, looked up): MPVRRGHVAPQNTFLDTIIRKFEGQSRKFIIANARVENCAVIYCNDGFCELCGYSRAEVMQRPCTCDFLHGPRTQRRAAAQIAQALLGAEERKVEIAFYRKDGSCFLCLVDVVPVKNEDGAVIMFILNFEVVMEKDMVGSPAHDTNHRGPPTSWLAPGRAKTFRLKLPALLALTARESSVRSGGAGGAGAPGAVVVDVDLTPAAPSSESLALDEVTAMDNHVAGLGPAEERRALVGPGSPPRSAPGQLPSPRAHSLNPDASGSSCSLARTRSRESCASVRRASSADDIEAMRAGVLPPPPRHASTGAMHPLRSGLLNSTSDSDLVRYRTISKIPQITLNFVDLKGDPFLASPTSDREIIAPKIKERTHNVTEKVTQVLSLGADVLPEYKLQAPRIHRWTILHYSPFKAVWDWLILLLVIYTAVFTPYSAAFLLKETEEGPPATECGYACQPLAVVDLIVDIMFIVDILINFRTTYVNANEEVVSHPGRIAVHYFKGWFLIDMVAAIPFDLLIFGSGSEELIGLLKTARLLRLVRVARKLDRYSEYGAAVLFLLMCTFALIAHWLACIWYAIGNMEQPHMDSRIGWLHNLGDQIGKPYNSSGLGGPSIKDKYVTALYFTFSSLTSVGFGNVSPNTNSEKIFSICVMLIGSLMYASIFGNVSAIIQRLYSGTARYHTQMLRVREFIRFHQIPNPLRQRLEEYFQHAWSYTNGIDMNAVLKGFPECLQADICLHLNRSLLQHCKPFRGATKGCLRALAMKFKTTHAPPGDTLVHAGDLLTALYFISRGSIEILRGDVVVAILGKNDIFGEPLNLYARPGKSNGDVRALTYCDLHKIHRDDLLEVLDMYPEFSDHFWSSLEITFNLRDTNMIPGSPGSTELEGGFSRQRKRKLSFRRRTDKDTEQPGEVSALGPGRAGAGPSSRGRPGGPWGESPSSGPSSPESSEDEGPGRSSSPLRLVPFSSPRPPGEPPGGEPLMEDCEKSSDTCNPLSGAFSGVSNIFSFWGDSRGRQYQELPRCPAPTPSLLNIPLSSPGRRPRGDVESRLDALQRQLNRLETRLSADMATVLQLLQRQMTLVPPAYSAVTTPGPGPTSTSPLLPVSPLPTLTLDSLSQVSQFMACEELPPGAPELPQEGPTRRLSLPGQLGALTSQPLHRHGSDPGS
KCNQ1 act: human KCNQ1 channel potentiation or activation; P51787; CHO-K1 KCNQ1, thallium flux FluxOR fluorescence; active compounds read high; B-score at 10 µM; 310,000 compounds, 0.35% hits; AID 2648;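 active = fluorescence ratio B-score, a plate-corrected score, at least three library SD, with initial intensity B-score within 5 SD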
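Medium – assay buffer, equal DMSO in all wells · Material – CHO-K1 cell line with stable KCNQ1 potassium channel expression · Signal – kinetic FluxOR thallium fluorescence, 10-s 1-Hz baseline, 110-s post-stimulus read · Compound – single concentration per compound, DMSO matched to controls · Schedule – 37 °C overnight plating, 90-min dark dye load, 20-min compound pretreatment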
ANO1 block: inhibitors of mouse TMEM16A calcium-activated chloride channel | HEK293 TMEM16A/YFP iodide influx fluorescence, ionomycin | Q8BHY3 | normalized B-score (activity score, 25-100; higher = stronger inhibition) at 10 µM | 310,000 compounds, 1.2% hits;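 active = ratio plate-corrected score three or more library SD toward inhibition, starting fluorescence score within five deviations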;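 note: score derived from kinetic fluorescence span divided by baseline fluorescence per well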
HDAC3 inhib: human HDAC3 inhibition. O15379. recombinant HDAC3, fluorogenic peptide/trypsin coupled, fluorescence. inhibition, % at 8.3 µM. 320,000 compounds, 0.15% hits; in the data active = inhibition above about 26%, passing the limit was not always enough
DYRK1A inh: inhibitors of rat Dyrk1A kinase; ADP-Glo luminescence, NFATc1 peptide; inhibition, % at 12.5 µM; 310,000 compounds, 0.43% hits; in the data active = inhibition above about 50%;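 note: plate controls were vehicle with enzyme for no effect and no enzyme for full effect; many of its hits are not listed in these tables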
TRPC4 act: TRPC4 (mouse) channel activation; Q9QUQ5; AID 2237; HEK293 TRPC4beta/mu-opioid, Fluo4 calcium fluorescence; active compounds read high; B-score at 10 µM; 310,000 compounds, 0.49% hits;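 active = B-score above 5 SD of library B-scores, and initial fluorescence ratio not above library mean plus 5 SD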;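 note: positive B-score marks a calcium rise read as TRPC4 activation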
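Assay system: HEK293 cells stably co-expressing mouse TRPC4beta and mu-opioid receptor / Timing: Fluo4 dye loading 45 min at room temperature, 110 s recording / Signal: Fluo4 calcium-sensitive dye fluorescence, kinetic, 1 Hz baseline / Read-out: integrated baseline-normalised fluorescence ratio, converted to per-well B score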
TMEM16A act: mouse TMEM16A channel activation, primary screen | HEK293 TMEM16A/YFP-H148Q/I152L, iodide quench fluorescence; active compounds read low | B-score at 10 µM | 340,000 compounds, 0.3% hits;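 active = fluorescence-ratio B-score plate-corrected deviation score at least 3 library SD below zero, with starting fluorescence score within 5 deviations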;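 note: channel opened by trigger with iodide after compound preincubation; score built on the fluorescence ratio of max minus min over baseline; more negative score means more quench and so TMEM16A activation or potentiation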
KCNQ1 block: blocks the human KCNQ1 potassium channel; P51787; CHO-K1 KCNQ1, FluxOR thallium flux fluorescence; active compounds read high; B-score at 10 µM; 310,000 compounds, 1.3% hits; AID 2642;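 active = compounds whose thallium flux B-score, printed positive for inhibition, exceeds three library SD while starting fluorescence stays within three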;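 note: channel opened by potassium depolarization with thallium stimulus after 20 min compound exposure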
KCNK3 block: human KCNK3 channel inhibition, primary screen; O14649; CHO-KCNK3 thallium flux, FluxOR fluorescence; active compounds read low; B-score at 10 µM; 340,000 compounds, 0.84% hits; AID 602410;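 active = B-score under library mean minus 4 SD, starting fluorescence ratio at most library mean plus 5 SD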;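 note: more negative B-score means stronger inhibition of thallium flux through KCNK3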
TRPC4 PAM: TRPC4 (mouse) allosteric potentiation; Q9QUQ5; HEK293 TRPC4beta/mu-opioid, DAMGO EC20, Fluo-4 Ca2+ flux; active compounds read high; B-score at 10 µM; 310,000 compounds, 0.42% hits; AID 2227;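 active = B-score of calcium response area above 5 SD of library B-scores, with initial fluorescence ratio within 5 SD of library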;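 note: B-score of integrated fluorescence ratio over time as area under calcium response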
KCNK9 block: inhibitors of human KCNK9 two-pore domain potassium channel; AID 488922; HEK293 KCNK9, FluxOR thallium flux fluorescence; active compounds read low; 310,000 compounds, 1.2% hits; B-score at 10 µM;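 active = ratio B-score over 3 SD below the library mean, with starting fluorescence within 5 SD of its mean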;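 note: negative B-score means less thallium flux so channel inhibition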
* = called active by the depositor; i = inactive; nt = no result given. This is a subset, so the mix of outcomes need not match the whole.

SMILES | hERG rescue | KCNQ1 act | ANO1 block | HDAC3 inhib | DYRK1A inh | TRPC4 act | TMEM16A act | KCNQ1 block | KCNK3 block | TRPC4 PAM | KCNK9 block
O=C(O)c1cc(-c2ccco2)nn1-c1ccc(Cl)cc1 | -7 | i | nt | nt | -4 | i | i | i | i | i | i
Cc1cc(C(C)(C)C)cc(S(=O)(=O)NCC(=O)O)c1C | -6 | i | i | -7 | 2 | i | i | i | i | i | i
CN1CCN(C(CNC(=O)C(=O)Nc2ccc3c(c2)OCCO3)c2ccc(F)cc2)CC1 (centres undefined) | -15 | i | i | 5 | 25 | i | i | i | i | i | i
COc1cc(CC(C#N)(CO)c2nc3ccccc3[nH]2)ccc1OC(F)F (centres undefined) | -5 | i | i | -6 | -1 | i | i | i | i | i | i
CCn1ncc(S(=O)(=O)NCc2ccco2)c1C | -7 | i | i | -1 | -12 | i | i | i | i | i | i
COC(=O)CSc1nc2c(c(=O)[nH]c(=O)n2C)n1CCC(C)C | -4 | i | i | 2 | 7 | i | nt | i | i | i | i
CSc1ccc(Cl)c(C(=O)N2CCOc3ccccc32)c1 | -6 | i | i | 0 | 2 | i | i | i | i | i | i
Cc1ccc(C(=O)NC2CCN(C(=O)Nc3ccccc3Cl)CC2)cc1 | -3 | i | i | 7 | -4 | i | i | i | i | i | i
CC1(C)CC(=O)C(C(C2=C(O)CC(C)(C)CC2=O)c2ccco2)C(=O)C1 (centres undefined) | -12 | i | i | 0 | -3 | i | i | i | i | i | i
Cc1cc(C)nc(Nc2n[nH]c(-c3ccc(N)cc3)n2)n1 | -20 | i | i | 6 | 9 | i | i | i | i | i | i
CCOCCCNC(=O)c1c(N)n(-c2ccc3c(c2)OCO3)c2nc3ccccc3nc12 | -9 | i | i | -5 | 4 | i | i | i | i | i | i
Cc1cc(C)c(NC(=O)c2ccc[n+](Cc3ccc([N+](=O)[O-])cc3)c2)c(C)c1 | -9 | i | i | 3 | -3 | i | i | i | i | i | i
CCCN1C(=O)C2(SC(NC(C)=O)=NN2C(C)=O)c2cc(C)ccc21 (centres undefined) | -14 | i | i | 1 | nt | i | i | i | i | i | i
CNS(=O)(=O)c1cccc(C(=O)OCC(=O)/C=C2/N(C)c3ccccc3C2(C)C)c1 | -11 | i | i | 0 | -1 | i | i | i | i | i | i
O=C(CSc1nncn1-c1ccccc1)c1c[nH]c2ccccc12 | -5 | i | i | -2 | 1 | i | i | i | i | i | i

Shown with two lines to a compound: part of the list above.
The line under a structure holds: hERG rescue | KCNQ1 act | ANO1 block | HDAC3 inhib | DYRK1A inh | TRPC4 act | TMEM16A act | KCNQ1 block | KCNK3 block | TRPC4 PAM | KCNK9 block
- Cc1cc(C(C)(C)C)cc(S(=O)(=O)NCC(=O)O)c1C
  -6 | i | i | -7 | 2 | i | i | i | i | i | i
- CN1CCN(C(CNC(=O)C(=O)Nc2ccc3c(c2)OCCO3)c2ccc(F)cc2)CC1 (centres undefined)
  -15 | i | i | 5 | 25 | i | i | i | i | i | i
- COc1cc(CC(C#N)(CO)c2nc3ccccc3[nH]2)ccc1OC(F)F (centres undefined)
  -5 | i | i | -6 | -1 | i | i | i | i | i | i
- CCn1ncc(S(=O)(=O)NCc2ccco2)c1C
  -7 | i | i | -1 | -12 | i | i | i | i | i | i
- COC(=O)CSc1nc2c(c(=O)[nH]c(=O)n2C)n1CCC(C)C
  -4 | i | i | 2 | 7 | i | nt | i | i | i | i
- CSc1ccc(Cl)c(C(=O)N2CCOc3ccccc32)c1
  -6 | i | i | 0 | 2 | i | i | i | i | i | i
- Cc1ccc(C(=O)NC2CCN(C(=O)Nc3ccccc3Cl)CC2)cc1
  -3 | i | i | 7 | -4 | i | i | i | i | i | i
- CC1(C)CC(=O)C(C(C2=C(O)CC(C)(C)CC2=O)c2ccco2)C(=O)C1 (centres undefined)
  -12 | i | i | 0 | -3 | i | i | i | i | i | i
- Cc1cc(C)nc(Nc2n[nH]c(-c3ccc(N)cc3)n2)n1
  -20 | i | i | 6 | 9 | i | i | i | i | i | i
- CCOCCCNC(=O)c1c(N)n(-c2ccc3c(c2)OCO3)c2nc3ccccc3nc12
  -9 | i | i | -5 | 4 | i | i | i | i | i | i
- Cc1cc(C)c(NC(=O)c2ccc[n+](Cc3ccc([N+](=O)[O-])cc3)c2)c(C)c1
  -9 | i | i | 3 | -3 | i | i | i | i | i | i
- CCCN1C(=O)C2(SC(NC(C)=O)=NN2C(C)=O)c2cc(C)ccc21 (centres undefined)
  -14 | i | i | 1 | nt | i | i | i | i | i | i
- CNS(=O)(=O)c1cccc(C(=O)OCC(=O)/C=C2/N(C)c3ccccc3C2(C)C)c1
  -11 | i | i | 0 | -1 | i | i | i | i | i | i
- O=C(CSc1nncn1-c1ccccc1)c1c[nH]c2ccccc12
  -5 | i | i | -2 | 1 | i | i | i | i | i | i

An excerpt of these results, as a markdown table.
| Structure | hERG rescue | KCNQ1 act | ANO1 block | HDAC3 inhib | DYRK1A inh | TRPC4 act | TMEM16A act | KCNQ1 block | KCNK3 block | TRPC4 PAM | KCNK9 block |
| --- | --- | --- | --- | --- | --- | --- | --- | --- | --- | --- | --- |
| CCCN1C(=O)C2(SC(NC(C)=O)=NN2C(C)=O)c2cc(C)ccc21 (centres undefined) | -14 | i | i | 1 | nt | i | i | i | i | i | i |
| CNS(=O)(=O)c1cccc(C(=O)OCC(=O)/C=C2/N(C)c3ccccc3C2(C)C)c1 | -11 | i | i | 0 | -1 | i | i | i | i | i | i |

Remaining list, next part
SMILES | hERG rescue | KCNQ1 act | ANO1 block | HDAC3 inhib | DYRK1A inh | TRPC4 act | TMEM16A act | KCNQ1 block | KCNK3 block | TRPC4 PAM | KCNK9 block
COc1ccccc1N=NC1=C(O)CC(C)(C)CC1=O | -6 | i | i | 4 | 1 | i | i | i | i | i | i
Cc1ccc(-c2nnc(SCC(=O)N/N=C/c3ccc(C)s3)n2-c2ccc(C)cc2)cc1 | -5 | i | i | nt | -1 | i | i | i | i | i | i
OC(CNCC1CCCO1)Cn1c2ccc(Cl)cc2c2cc(Cl)ccc21 (centres undefined) | -32 | i | i | 15 | 2 | i | i | i | i | i | i
O=c1[nH][nH]c(-c2ccccc2O)c1C(C[N+](=O)[O-])c1ccccc1 (centres undefined) | -9 | i | i | -3 | 0 | i | i | i | i | i | i
O=C(NNc1cccc(Cl)n1)c1cccnc1Cl | -8 | i | i | 6 | -1 | i | i | i | i | i | i
COCCn1c(-c2ccc(Br)cc2)csc1=Nc1cccnc1 | -8 | i | 25* | 3 | 6 | i | i | i | i | i | i
